From PubChem BioAssay
HCMV inh: inhibitors of human cytomegalovirus; HFF cells, HCMV-luciferase reporter, 72 h; stronger effect = lower value; AID 1259415; activity change, negative = inhibition, % at 57.5 µM; actives 4.5% (n = 410,000); in the data active = activity change below about -60%; inconclusive = no clear call, values can overlap the other calls; inactive = above about -39%
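Steps: HFFs plated, 16 h 37C; compounds added; HCMV-luciferase added to MOI 1 PFU/cell; 72 h 37C; OneGlo reagent, 5 min room temperature; luminescence read, normalized to controls.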
AmpC no deterg: blocks E. coli AmpC beta-lactamase in detergent-free assay. AmpC nitrocefin hydrolysis, absorbance 480 nm, 0.0001% Triton. actives 0.52% (n = 330,000). Potency, µM (doses to about 57.1 µM), for inactives: at the highest dose activity change, negative = inhibition, usual class: inhibitors. P00811;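 note: potency is the fitted concentration of half-maximal effect; plate controls were no compound for no effect and no enzyme for full effect; nearly all actives have a fitted effect of over 20% in size; some results filed as inactive show a strong effect at the top dose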
Target sequence (P00811 whole entry, looked up): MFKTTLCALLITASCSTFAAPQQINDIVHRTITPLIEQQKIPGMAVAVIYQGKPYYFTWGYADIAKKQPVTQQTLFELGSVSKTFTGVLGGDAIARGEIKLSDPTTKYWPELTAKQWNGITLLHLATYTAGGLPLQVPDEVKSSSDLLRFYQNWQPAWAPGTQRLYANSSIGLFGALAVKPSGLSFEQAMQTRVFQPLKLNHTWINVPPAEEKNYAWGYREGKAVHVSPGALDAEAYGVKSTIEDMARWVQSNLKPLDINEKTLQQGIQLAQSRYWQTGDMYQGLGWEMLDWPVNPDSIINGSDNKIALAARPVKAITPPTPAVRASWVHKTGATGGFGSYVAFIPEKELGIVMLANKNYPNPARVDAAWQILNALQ
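20 mM phosphate pH 7.0 + 0.01% (detergent screen) or 0.0001% Triton X-100; 5.3 nM AmpC reagent; cpd preinc 15 min RT; nitrocefin (800 uM stock) to start; A480 q20 s × 4 min; Activity was normalised to no-enzyme and no-compound control wells.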
Sm TGR inh: S. mansoni TGR enzyme inhibition; actives 3% (n = 360,000); Q962Y6; purified TGR, DTNB reduction, TNB absorbance 405 nm; Potency, µM (titrated, usually from 114 µM), without a hit: at the highest dose activity change, negative = inhibition, hits mostly inhibitors; note: potency is the fitted concentration of half-maximal effect; nearly all actives have a fitted effect of over 60% in size
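First, TGR (20 nM dispensed) and NADPH were mixed with compound. Second, a 15 min room-temperature incubation followed. Third, further NADPH and then DTNB were added to start the reaction. Finally, TNB absorbance was monitored kinetically.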
LmPK inhibitor: LmPK (Leishmania mexicana) enzyme inhibition; actives 0.37% (n = 290,000); Potency, µM (highest dose often 57.5 µM), inactives show at the highest dose activity change, negative = inhibition, most hits filed as inhibitors; purified LmPK, Kinase-Glo ATP luminescence, 1 h; Q27686; AID 1721; note: potency is the fitted concentration of half-maximal effect
Target sequence (Q27686 whole entry, looked up): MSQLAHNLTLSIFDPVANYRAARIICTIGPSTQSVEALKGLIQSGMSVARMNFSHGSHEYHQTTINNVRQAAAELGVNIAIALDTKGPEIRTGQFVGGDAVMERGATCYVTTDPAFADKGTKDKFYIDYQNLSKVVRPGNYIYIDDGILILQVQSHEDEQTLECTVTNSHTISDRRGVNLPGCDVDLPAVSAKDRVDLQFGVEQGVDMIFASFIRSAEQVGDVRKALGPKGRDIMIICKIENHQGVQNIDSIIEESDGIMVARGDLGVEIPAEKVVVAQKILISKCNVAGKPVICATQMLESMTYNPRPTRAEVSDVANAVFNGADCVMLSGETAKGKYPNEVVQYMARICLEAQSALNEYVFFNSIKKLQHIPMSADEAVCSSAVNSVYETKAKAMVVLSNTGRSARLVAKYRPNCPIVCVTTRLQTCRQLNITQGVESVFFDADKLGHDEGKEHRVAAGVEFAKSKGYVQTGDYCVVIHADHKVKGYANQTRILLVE
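ATP generated from ADP (0.1 mM) and PEP (0.5 mM) by 0.1 nM LmPK over 1 h at room temperature (pH 7.2 imidazole buffer) was detected by coupled luciferase luminescence. Values were normalized to uninhibited and no-enzyme wells.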
Tb PYK inh: blocks Trypanosoma brucei pyruvate kinase | actives 0.12% (n = 410,000) | Potency, µM (doses to about 76.8 µM), for the others: at the top dose activity, negative = inhibition, actives largely listed as inhibitors | Q57TT1 | TbPYK enzyme, Kinase-Glo Plus ATP luminescence, 45 min | AID 624173; note: potency is the fitted concentration of half-maximal effect; nearly all actives have a fitted effect of over 50% in size
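Screened from lowest to highest concentration, compounds were pinned into TbPYK/substrate mixtures, and ADP (130 uM final) was added. Plates sat at room temperature for 45 min prior to Kinase-Glo Plus detection by luminescence.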
AmpC detergent: AmpC beta-lactamase inhibition with detergent present; P00811; AmpC hydrolysis of nitrocefin, absorbance 480 nm, 0.01% Triton; Potency, µM (highest dose often 114 µM), for inactives: top-dose activity change, negative = inhibition, actives largely listed as inhibitors; actives 0.041% (n = 370,000); AID 485294;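 note: potency is the fitted concentration of half-maximal effect; 0% = no-compound wells and -100% = no-enzyme wells; nearly all actives have a fitted effect of over 25% in size; some results filed as inactive show a strong effect at the top dose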
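20 mM phosphate pH 7.0 + 0.01% (detergent screen) or 0.0001% Triton X-100; 5.3 nM AmpC reagent; cpd preinc 15 min RT; nitrocefin (800 uM stock) to start; A480 q20 s × 4 min; Activity was normalised to no-enzyme and no-compound control wells.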
AMA1 RON2 block: AMA1-RON2 (P. falciparum) interaction inhibition. AlphaScreen AMA1-biotinylated RON2 peptide binding. Potency, µM (top dose mostly 58.2 µM), inactives show at the highest dose activity change, negative = inhibition, actives largely listed as inhibitors. actives 0.2% (n = 360,000). AID 720542;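 note: potency is the fitted concentration of half-maximal effect; 0% = vehicle wells and -100% = peptide control; nearly all actives have a fitted effect of over 45% in size; some results filed as inactive show a strong effect at the top dose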
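AMA1 (3D7) with his tag at 25 nM final met compounds first, then biotinylated RON2 peptide at 25 nM; detection used donor plus acceptor beads, 10 µg/mL apiece, read by AlphaScreen after 30 min at room temperature.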
* marks the source's active call; other numbers are inactive results; [ ] = another dose, or the depositor's remark. Unless noted, calls come from the whole dose curve; as a rule, active = well fitted curve in the direction sought with a large enough effect; inconclusive = small, poorly fitted or top-dose-only effect, or another doubt; inactive = no such curve, though single readings can be large; an effect the other way counts as inactive or inconclusive. Unless noted, % is set by controls: 0 for no effect and ±100 for the full control effect.

For CCCCCC(=O)Nc1cc(S(=O)(=O)N2CCOCC2)ccc1N1CCN(C)CC1 the results were HCMV inh 16.5, AmpC no deterg 24.7%, Sm TGR inh -3.9%, LmPK inhibitor 1.5%, Tb PYK inh -3.3%, AmpC detergent 0.9% and AMA1 RON2 block 4.1%.
O=C(NNC1=C(C(=O)C(F)(F)F)CCC1)c1cccc(Cl)c1 was read as HCMV inh -26.9, AmpC no deterg -44.0%, Sm TGR inh inconclusive, LmPK inhibitor -7.3%, Tb PYK inh 11.1%, AmpC detergent 1.4% and AMA1 RON2 block -5.3%.
For COCCOC(=O)C1=C(C)NC2(O)c3ccccc3C(=O)C12O (stereo not drawn) the results were HCMV inh inconclusive, AmpC no deterg 1.6%, Sm TGR inh 0.7%, LmPK inhibitor -0.4%, Tb PYK inh -9.1%, AmpC detergent -3.1% and AMA1 RON2 block -2.1%.
`Cc1c(NC(=S)N/N=C/C=C/c2ccccc2)c(=O)n(-c2ccccc2)n1C` gave HCMV inh -18.1, AmpC no deterg -19.2%, Sm TGR inh -35.2%, LmPK inhibitor 0.5%, Tb PYK inh -2.4%, AmpC detergent -5.7% and AMA1 RON2 block 53.3%[activator].
Screening COc1ccc2c(=O)c(-c3cnn(-c4ccccc4)c3)c(C)oc2c1 returned HCMV inh -38.7, AmpC no deterg -19.0%, Sm TGR inh 4.7%, LmPK inhibitor 3.5%, Tb PYK inh 1.4%, AmpC detergent inconclusive and AMA1 RON2 block 0.0%.
`O=C(COC(=O)C1CC1)NC(=O)NCc1ccccc1` gave HCMV inh -6.2, AmpC no deterg -12.1%, Sm TGR inh 2.5%, LmPK inhibitor 4.3%, Tb PYK inh 4.1%, AmpC detergent -3.4% and AMA1 RON2 block -2.4%.
For Cc1[nH]nc2c1C(=O)CC(C)(C)C2 the results were HCMV inh 43.8, AmpC no deterg -9.9%, Sm TGR inh 2.5%, LmPK inhibitor 0.6%, Tb PYK inh -6.4%, AmpC detergent -2.9% and AMA1 RON2 block 4.0%.
For O=C(CN1C(=O)COc2ccccc2C1=O)c1ccc2c(c1)OCCO2 the results were HCMV inh -32.7, AmpC no deterg -21.7%, Sm TGR inh -3.5%, LmPK inhibitor -4.0%, Tb PYK inh 12.3%, AmpC detergent inconclusive and AMA1 RON2 block -0.2%.
Screening CCc1ccc(N/C(SCc2ccccc2C)=C(/C#N)C(=O)NCc2ccco2)cc1 returned HCMV inh -19.8, AmpC no deterg -39.5%, Sm TGR inh 8.2%, LmPK inhibitor 1.5%, Tb PYK inh 5.6%, AmpC detergent -1.2% and AMA1 RON2 block 35.1%[activator].
`Cc1ccc2ncc(NC(=O)c3ccc(F)cc3)c(=O)n2c1` gave HCMV inh -7.8, AmpC no deterg -17.5%, Sm TGR inh inconclusive, LmPK inhibitor -6.5%, Tb PYK inh -6.8%, AmpC detergent -14.0% and AMA1 RON2 block 6.0%.
For C[n+]1ccc(/C=C/c2cccs2)cc1 the results were HCMV inh 0.0, AmpC no deterg -19.3%, Sm TGR inh -3.9%, LmPK inhibitor -10.8%, Tb PYK inh -15.0%, AmpC detergent 1.4% and AMA1 RON2 block -2.6%.
For COc1ccc([C@H]2CN(c3ccc(OC)cc3)C(=O)[C@@H]2CC(=O)Nc2ccc(Br)cc2)cc1 the results were HCMV inh -9.0, Tb PYK inh -14.7% and AMA1 RON2 block -19.4%.
COc1cccc(C(=O)CC(C(=O)O)c2ccc(Cl)cc2)c1 (stereo not drawn) was read as HCMV inh 16.8, AmpC no deterg -18.3%, Sm TGR inh 13.8%, LmPK inhibitor 1.2%, Tb PYK inh 9.0%, AmpC detergent 3.9% and AMA1 RON2 block -7.6%.
O=c1[nH]c2c(c(=O)[nH]1)CCCCCC2 was read as HCMV inh 12.6, Tb PYK inh -0.9% and AMA1 RON2 block 1.6%.
Screening CCC(C(=O)OCC(=O)Nc1cc(OC)ccc1OC)c1ccccc1 (stereo not drawn) returned HCMV inh -0.4, AmpC no deterg 5.3%, Sm TGR inh 9.4%, LmPK inhibitor 4.2%, Tb PYK inh -5.2%, AmpC detergent -2.9% and AMA1 RON2 block 17.1%.
Screening Cc1c(C#N)c(O)n(CCO)c(=O)c1N=Nc1ccc(S(N)(=O)=O)cc1 returned HCMV inh -31.9, AmpC no deterg -23.3%, Sm TGR inh -3.6%, LmPK inhibitor -1.6%, Tb PYK inh -13.4%, AmpC detergent -0.3% and AMA1 RON2 block -14.6%.
For COc1ccc(C(=O)C2CC2c2ccc3c(c2)OCO3)cc1 (stereo not drawn) the results were HCMV inh -13.2, AmpC no deterg -0.2%, Sm TGR inh 11.9%, LmPK inhibitor 10.3%, Tb PYK inh 0.0%, AmpC detergent -6.0% and AMA1 RON2 block 39.6%[activator].
CC1Cc2ccccc2N1S(=O)(=O)c1cccc(C(=O)N2CCN(c3ncccn3)CC2)c1 (stereo not drawn) was read as HCMV inh -98.1*, AmpC no deterg 143.5%[activator], Sm TGR inh -5.4%, LmPK inhibitor 2.6%, Tb PYK inh -9.1%, AmpC detergent 2.8% and AMA1 RON2 block 0.0%.
`CN(C)CCN(C(=O)c1ccc(C(=O)c2ccccc2)cc1)c1nc2cc3c(cc2s1)OCCO3` gave HCMV inh 53.7, AmpC no deterg -3.0%, Sm TGR inh 2.7%, LmPK inhibitor 7.2%, Tb PYK inh 0.9%, AmpC detergent -13.5% and AMA1 RON2 block -0.2%.
For Cc1cccc(NC(=O)c2cn(-c3ccccc3)nc2-c2ccccc2)c1 the results were HCMV inh -3.5, AmpC no deterg -34.5%, Sm TGR inh 0.9%, LmPK inhibitor -2.6%, Tb PYK inh 1.8%, AmpC detergent -13.1% and AMA1 RON2 block -18.8%.
CCN(CC)CCOC(=O)c1ccc(NC(=O)CCNC(=O)Cn2ccc3ccccc3c2=O)cc1 was read as HCMV inh 43.8, AmpC no deterg -7.5%, Sm TGR inh -5.0%, LmPK inhibitor 2.3%, Tb PYK inh 10.3%, AmpC detergent -7.7% and AMA1 RON2 block 88.6%[activator].
`CN(Cc1ccccc1)C(=O)C1CCCN(Cc2ccc(Cl)cc2)C1` (stereo not drawn) gave HCMV inh -34.7, AmpC no deterg 39.9%, Sm TGR inh 0.9%, LmPK inhibitor -9.2%, Tb PYK inh 18.0%, AmpC detergent -8.4% and AMA1 RON2 block -1.9%.
Screening O=C(Cn1nc([N+](=O)[O-])nc1Br)NC1CCCCC1 returned HCMV inh inconclusive, AmpC no deterg -14.7%, Sm TGR inh -0.8%, LmPK inhibitor 2.4%, Tb PYK inh -3.8%, AmpC detergent -7.7% and AMA1 RON2 block 5.9%.
`CCOC(=O)CN1C(=O)N(CC)C(C)=C(C(=O)OC)[C@@H]1c1ccccc1` gave HCMV inh 1.4, AmpC no deterg 2.7%, Sm TGR inh -27.1%, LmPK inhibitor -3.4%[11.5 µM], Tb PYK inh 2.8%, AmpC detergent -4.6% and AMA1 RON2 block -22.8%.
For CCCCS(=O)(=O)NC1=NCN(Cc2ccco2)CN1 the results were HCMV inh 19.5, AmpC no deterg 3.0%, Sm TGR inh -9.2%, LmPK inhibitor 0.9%, Tb PYK inh 6.4%, AmpC detergent -1.6% and AMA1 RON2 block 16.4%.
Screening COC(=O)C1(C(=O)OC)NOC2C(=O)N(c3ccc(Cl)cc3Cl)C(=O)C21 (stereo not drawn) returned HCMV inh 60.5, AmpC no deterg 4.47µM*, Sm TGR inh 5.3%, LmPK inhibitor 7.5%, Tb PYK inh 1.3%, AmpC detergent 5.5% and AMA1 RON2 block 15.4%.
`CCCCN1C(=O)C(CC(=O)NC(c2ccccc2)c2ccccc2)CC(C(=O)N(C)C)=C1C` (stereo not drawn) gave HCMV inh 1.8, Tb PYK inh -8.5% and AMA1 RON2 block -2.2%.
Screening COc1ccccc1C(=O)N/C(=C\c1cn(C)c2ccccc12)C(=O)NCCCN1CCOCC1 returned HCMV inh 0.0, AmpC no deterg 90.5%[activator], Sm TGR inh -23.3%, LmPK inhibitor 5.6%, Tb PYK inh -0.5%, AmpC detergent 2.8% and AMA1 RON2 block 4.3%.
Screening COc1ccc(C2C=C(c3ccc(Br)cc3)Nc3nnnn32)c(OC)c1 (stereo not drawn) returned HCMV inh -72.1*, Sm TGR inh -24.4%, Tb PYK inh 5.6% and AmpC detergent 0.8%.
For COCCNS(=O)(=O)c1ccc(F)c(OC)c1 the results were HCMV inh 8.5, AmpC no deterg -18.6%, Sm TGR inh -16.2%, LmPK inhibitor -5.1%, Tb PYK inh 8.5%, AmpC detergent -9.7% and AMA1 RON2 block -5.2%.
Screening COc1ccc(C(=O)NC(=S)Nc2ccc3oc(=O)ccc3c2)cc1OC returned HCMV inh -17.5, AmpC no deterg -12.1%, Sm TGR inh -15.4%, LmPK inhibitor 0.6%, Tb PYK inh 1.6%, AmpC detergent -20.2% and AMA1 RON2 block -3.2%.
For Cc1cc(C)n(C(CC(=O)N2CCc3ccccc3C2)C(=O)O)n1 (stereo not drawn) the results were HCMV inh 9.7, AmpC no deterg -12.5%, Sm TGR inh -25.2%, LmPK inhibitor 20.1%, Tb PYK inh -5.6%, AmpC detergent -12.1% and AMA1 RON2 block 5.2%.
`O=C(CC1SC(=O)N(c2ccccc2)C1=O)Nc1ccc(Br)cc1` (stereo not drawn) gave HCMV inh -3.9, AmpC no deterg 8.91µM*, Sm TGR inh 3.16µM*, LmPK inhibitor -6.3%, Tb PYK inh -4.1%, AmpC detergent -6.3% and AMA1 RON2 block 77.5%[activator].
For Cc1ccc(-c2nc3c(C)cc(Br)cn3c2Cc2ccccc2)cc1 the results were HCMV inh -1.5, Tb PYK inh 1.2% and AMA1 RON2 block -4.0%.
Cc1ccc(NC(=O)CSc2nnc(N)s2)c(C)c1 was read as HCMV inh 17.3, Sm TGR inh -4.1%, Tb PYK inh -3.6% and AmpC detergent -11.8%.
For Cc1cccc(NC(=O)CNC(=O)Cc2ccc(S(=O)(=O)N3CCOCC3)s2)c1C the results were HCMV inh -103.8*, AmpC no deterg -5.4%, Sm TGR inh -21.7%, Tb PYK inh -5.8%, AmpC detergent 6.7% and AMA1 RON2 block 4.6%.
Screening COC(=O)c1ccc(COc2ncnc3c(Cl)cc(Cl)cc23)o1 returned HCMV inh 50.0, AmpC no deterg 27.2%, Sm TGR inh -30.6%, LmPK inhibitor 2.7%, Tb PYK inh -7.8%, AmpC detergent 0.0% and AMA1 RON2 block -4.7%.
